Screening data from PubChem.
sdo1 growth = compounds rescuing growth of sdo1-depleted yeast, bone marrow failure model; 0.21% of 140,000 active; z-score at 10 µM; S. cerevisiae sdo1-depleted JHY4D growth rescue, OD600 30 h; stronger effect = higher value; pdr5 snq2 efflux-pump mutant strain; AID 817;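 active = z-score above 3 at both the 24 hr and the 30 hr optical density reads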;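 also: z-score against mean and SD of all compound wells on the same plate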
Insulin prom inh = TRM-6 insulin promoter activity inhibition. inhibition, % at 2 µM. 0.9% of 130,000 active. TRM-6 cells (human fetal islet line), insulin promoter-eGFP reporter, imaging; reporter expression induced with tamoxifen;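 active = inhibition above the mean plus 3 SD, with well images judged a real hit on visual review, cut at about 60% in these data, passing the limit was not always enough; inconclusive = inhibition over the cutoff but images rejected on review; inactive = inhibition not above the cutoff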
sdo1 growth Rescue 24 h = further read-out of sdo1 growth, marked with its call; z-score; S. cerevisiae sdo1-depleted JHY4D growth rescue, OD600; measured here: growth rescue at 24 h;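 0 is the plate mean of compound wells and units are plate SD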
* marks the source's active call; other numbers are inactive results; ? = inconclusive; . = not tested or not shown.

Values run as follows: sdo1 growth	sdo1 growth Rescue 24 h	Insulin prom inh
- CC1CCc2c(nc3sc4c(c3c2N)CCCC4)C1 (stereo not drawn)
 : -0.19	-0.33	-143
- COc1ccccc1OCCOc1ccc(/C=N/n2cnnc2)cc1
 : -0.4	-0.17	-38
- Cc1ccc(NC(=O)c2ccc([N+](=O)[O-])cc2Cl)nc1
 : -0.39	-1.1	-17
- Nc1nc(SCc2ccccc2Cl)nc2nc3c(cc12)CCCC3
 : -2.2	-1.6	.
- COC(=O)C1c2ccccc2-c2ccccc21
 : .	.	25
- Oc1ccccc1CN1CCCN(Cc2ccccc2O)C1
 : 0.32	0.06	-40
- CCOC(=O)C1CCCN(c2c(N3CCN(c4ccccn4)CC3)c(=O)c2=O)C1 (stereo not drawn)
 : 1.5	1.2	86*
- FC(F)(F)c1nnc2ccc(N3CCCCCC3)nn12
 : -0.61	-1.2	.
- COc1ccc(C2Nc3ccccc3C(=O)N2c2ccccc2)cc1COc1ccccn1 (stereo not drawn)
 : 0.52	0.46	-220
- COc1ccc(N2C(=O)C(CC(=O)Nc3ccc(F)cc3)N(CCc3ccc(OC)c(OC)c3)C2=O)cc1 (stereo not drawn)
 : .	.	-10
- Cn1c(=O)[nH]c(=O)c2c1nc(CN1CCOCC1)n2Cc1ccccc1
 : 0.24	-0.53	9
- CC(=O)Nc1ccccc1-c1nnn(CC(=O)Nc2ccc3c(c2)OCCO3)n1
 : .	.	21
- O=C(NCc1cccs1)c1ccc(Cl)c(S(=O)(=O)N2CCCC2)c1
 : .	.	-79
- Cc1ccc(S(=O)(=O)N(C)c2ccc(C(=O)N3CCCCC3)cc2)cc1
 : -0.6	-0.48	-41
- COCCCNC(=O)Nc1ccc(F)cc1F
 : 1.9	1.7	48

(cont.)
Values run as follows: sdo1 growth	sdo1 growth Rescue 24 h	Insulin prom inh
- COc1cc(CNCC(C)C)c(Br)cc1OCC(=O)NCc1ccccc1
 : 0.66	0.39	-13
- COC(=O)c1cc(Cl)c(NC(=O)c2cc3ccccc3o2)cc1OC
 : -0.21	1.6	37
- Cc1cc(C)n2nc(C(=O)NNC(=O)c3ccccc3)nc2n1
 : .	.	14
- CC1CN(C(=O)CSc2nc(-c3ccc(F)cc3)cs2)CC(C)O1 (stereo not drawn)
 : -0.61	-1	-89
- O=C(NCc1ccco1)c1ccc2c(=O)n(Cc3ccco3)c(SCC(=O)N3CCCC3)nc2c1
 : 0.7	0.46	61
- CC1(C)CC(=O)C(C=NCCN2CCNCC2)=C(O)C1
 : .	.	-39
- COc1ccc(OC)c(C2=NOC(C(=O)NCC3CCCO3)C2)c1 (stereo not drawn)
 : 0.29	1.1	.
- COc1ccc(OCc2nc(C#N)c(NCCCn3ccnc3)o2)cc1
 : .	.	13
- CCOC(=O)Nc1nc(C)c(C(=O)c2ccc(Cl)cc2)s1
 : -1.6	-0.24	43
- Cc1ccc2c(Cl)cc(Cl)c(OCC(=O)Nc3cc(C)on3)c2n1
 : -0.08	0.4	-3
- Fc1cccc(Cl)c1CSc1nnnn1-c1ccc2c(c1)OCO2
 : -1	-0.37	-3
- CCn1c(=S)sc2c(=O)[nH]c(C)nc21
 : 0.91	1.2	-32
- S=C(NC1CCCC1)NC1CC1
 : 1.1	1.9	46
- COC(=O)c1ccccc1NC(=O)CSc1nnc(-c2cccnc2)n1N
 : .	.	5
- CCn1c(Cc2ccccc2)nnc1SCC(=O)Nc1ccc2c(c1)OCO2
 : 0.27	0.49	.

(cont.)
Values run as follows: sdo1 growth	sdo1 growth Rescue 24 h	Insulin prom inh
- O=C(COC(=O)c1ccc(Br)o1)NCCc1ccccc1
 : .	.	14
- N#Cc1ccc(C(=O)Nc2ccc(N3CCN(C(=O)c4ccco4)CC3)cc2)c(F)c1
 : -0.45	-0.33	-128
- Cc1ccc(NC(=O)CN(c2ccccc2F)S(C)(=O)=O)cc1
 : -0.73	0.06	-17
- O=C(CCN1C(=O)c2ccccc2C1=O)Nc1ccccn1
 : 0.39	0.32	.
- CC1CCCCC12NC(=O)N(CC(=O)NC(=O)Nc1ccc3c(c1)OCCO3)C2=O (stereo not drawn)
 : 0.74	0	23
- CC(C)(C)C(=O)NC1(C(F)(F)F)N=C2SCCN2C1=O (stereo not drawn)
 : 0.26	-0.52	-16
- COc1ccc(CNC2CC(=O)N(C)C2=O)cc1 (stereo not drawn)
 : 0.85	0.4	16
- CCOC(=O)C1CCN(C(=O)CN2C(=O)C(CC)Oc3ccccc32)CC1 (stereo not drawn)
 : -0.41	-0.34	.
- c1ccc2nc(N3CCOCC3)c(N3CCOCC3)nc2c1
 : -0.41	-0.94	.
- O=C(COc1ccc(Cl)cc1Cl)Nc1ccc(S(=O)(=O)NC2=NCCCCC2)cc1
 : -0.77	-1	.
- Fc1ccc(CN2CCCCCC2)c(F)c1
 : 0.4	0.55	53
- COc1cccc(Nc2nnc(SCC(=O)N3CC(C)OC(C)C3)s2)c1 (stereo not drawn)
 : 0.28	-0.06	-11
- COc1cc2cnc(Cl)nc2cc1OC
 : -0.11	0.75	-13
- Cn1c(C(=O)N2CCC(C(=O)N3CCN(Cc4ccc5c(c4)OCO5)CC3)CC2)cc2sccc21
 : -0.12	-0.61	50
- Cc1ccc(C(=O)N/N=C\c2cc3c(cc2Br)OCO3)s1
 : -0.1	1.8	23

The listing continues.
Values run as follows: sdo1 growth	sdo1 growth Rescue 24 h	Insulin prom inh
- O=C(COc1cccc2ccccc12)NNC(=O)c1cccs1
 : -0.57	-0.07	.
- N#CC1=C(SCc2ccc(C#N)cc2)N=C(N)C(c2nc(-c3ccccc3)cs2)C12CCCCC2 (stereo not drawn)
 : -2.3	-1.4	11
- COC(=O)c1cc(Cc2ccc(N)c(C(=O)OC)c2)ccc1N
 : -0.89	-0.99	-12
- CCN(CC)S(=O)(=O)c1ccc(C(=O)N2CCCCC2)cc1
 : 0.37	0.12	47
- CCCCCC(=O)NC(Nc1ccc(S(N)(=O)=O)cc1)C(Cl)(Cl)Cl (stereo not drawn)
 : 0.55	0.28	40
- CCc1ccc(C(=O)COC(=O)C(CCSC)NC(=O)c2ccccc2)cc1 (stereo not drawn)
 : 0.19	-0.01	-17
- O=C(COc1cccc2ccccc12)Nc1nc2ccccc2[nH]1
 : -0.76	0.1	16
- CCN(C(=O)Cn1cc(C(F)(F)F)ccc1=O)c1c(N)n(Cc2ccccc2)c(=O)[nH]c1=O
 : .	.	9
- COC(=O)c1ccc(NS(=O)(=O)c2cc(C)ccc2OC)cc1
 : -0.4	-0.34	-154
- CCCCc1ccc(-c2nc(-c3ccncc3)no2)cc1
 : -0.84	-0.7	38
- Cc1ccc(NC(=O)c2cnccn2)cc1
 : .	.	31
- c1ccc(-c2ccccc2OCCCN2CCCCC2)cc1
 : -0.1	-0.6	-13
- NC(=O)c1ccc(Sc2nnc(-c3cccs3)n2CC2CCCO2)c([N+](=O)[O-])c1 (stereo not drawn)
 : 1.2	0.97	30
- COCc1cc(=O)n2[nH]c(C)nc2n1
 : -0.01	-0.11	28
- O=C(Nc1ccncc1)c1c(F)cccc1F
 : 0.96	0.65	5

(next part)
mol	sdo1 growth	sdo1 growth Rescue 24 h	Insulin prom inh
Cc1c(C(=O)NCc2cccs2)oc2ccc(S(=O)(=O)N3CCOCC3)cc12	-0.26	-0.35	23
O=C(CCNC(=O)c1ccccc1Cl)NCC12CC3CC(CC(C3)C1)C2	0.39	0.57	.
Cc1c(Cl)cnc(NC(=O)COC(=O)c2ccc3ncsc3c2)c1Cl	-0.46	-0.08	?
O=[N+]([O-])c1ccc(Cl)c(/C=N/n2c(C3CCCCC3)n[nH]c2=S)c1	-0.96	0.69	.
COc1cccc(N(CC(=O)NCCSc2ccc(Cl)cc2)S(C)(=O)=O)c1	0.17	-0.15	-93
CCN(CC)C(=O)Oc1ccc2ccccc2c1Cl	-0.54	-0.61	-14
CC1=C(C)CC(C(=O)NCC(=O)c2ccccc2)C(C(=O)O)C1 (stereo not drawn)	1.1	1.4	34
CN(C)C=NC(=O)c1cc(C(=O)c2ccc(F)cc2)c[nH]1	.	.	26

Other structures:
mol	sdo1 growth	sdo1 growth Rescue 24 h	Insulin prom inh
COCc1cc(C)nc(OCC(=O)N/N=C/c2ccc(OC)c(OC)c2)c1C#N	0.14	-0.18	17
C=CCn1c(SCc2nc3ccccc3c(=O)[nH]2)nc2ccccc2c1=O	-0.64	-1.1	-21
CCCCC(CC)CNC(=O)C1CC=CCC1C(=O)O (stereo not drawn)	0.33	-0.12	-12
O=C(Nc1cccc(NC(=O)c2cccnc2)c1)c1cccnc1	0.65	0.01	13
Cc1ccc(C(=O)NCCSC(C)(C)C)cc1[N+](=O)[O-]	-0.52	0.05	8
CCCSc1nc(NCc2ccco2)c2c3c(sc2n1)COC(C)(CC)C3 (stereo not drawn)	-1.1	-0.72	-19
COc1ccc(-c2cnnn2-c2ccc(NC(=O)c3ccc(S(=O)(=O)N4CCCCC4)cc3)cc2)cc1	1	1	.
COc1ccc(C(C(=O)Nc2ccc3c(c2)OCO3)N(C)C(=O)Cc2c[nH]c3ccccc23)cc1 (stereo not drawn)	-0.19	-0.58	31

The list continues:
mol	sdo1 growth	sdo1 growth Rescue 24 h	Insulin prom inh
COc1cc(C(=O)OCCN2CCOCC2)cc(OC)c1OC	0.51	0.3	14
CCCS(=O)(=O)c1nc(S(=O)(=O)c2ccc(C)cc2)c(NCc2ccc3c(c2)OCO3)s1	0.14	-0.68	23
COc1cccc(OC)c1-c1nnc(-c2cn(C)c3ccccc23)o1	-0.69	-0.34	.
CCN(CC)S(=O)(=O)c1cccc(C(=O)NC2CCCCC2)c1	1.5	2.4	48
CCCCNC(=O)c1ccccc1NC(=O)CN(c1ccccc1)S(=O)(=O)N(C)C	0.48	0.43	-21
COc1cc(/C=N/NC(=O)CNC(=O)c2cccs2)ccc1O	-0.76	-0.85	.
CC1=C/C(=N\Nc2ccccc2[N+](=O)[O-])CC(C)(C)C1	-0.58	-0.58	0
O=C(CN1C(=O)c2ccccc2C1=O)Nc1ccc(-c2nc3ccccc3o2)cc1	-0.36	1.4	-129

Looked up above:
COc1cc(/C=N/NC(=O)CNC(=O)c2cccs2)ccc1O in sdo1 growth Rescue 24 h → -0.85
O=C(CN1C(=O)c2ccccc2C1=O)Nc1ccc(-c2nc3ccccc3o2)cc1 in sdo1 growth → -0.36
COc1cc(C(=O)OCCN2CCOCC2)cc(OC)c1OC in Insulin prom inh → 14
CCN(CC)S(=O)(=O)c1cccc(C(=O)NC2CCCCC2)c1 in sdo1 growth → 1.5
CC1=C/C(=N\Nc2ccccc2[N+](=O)[O-])CC(C)(C)C1 in sdo1 growth Rescue 24 h → -0.58
COc1cccc(OC)c1-c1nnc(-c2cn(C)c3ccccc23)o1 in sdo1 growth Rescue 24 h → -0.34
CCCCNC(=O)c1ccccc1NC(=O)CN(c1ccccc1)S(=O)(=O)N(C)C in sdo1 growth Rescue 24 h → 0.43

Next part.
mol	sdo1 growth	sdo1 growth Rescue 24 h	Insulin prom inh
Cc1ccc(S(=O)(=O)c2nc(Nc3ccccc3)sc2Cl)cc1	-1	-0.79	.
Cc1noc(C)c1CSCC(=O)OCC(=O)N1CC(=O)Nc2ccccc21	0.15	0.04	.
O=C(c1ccc2c(c1)OCCO2)C1CCN(C(=O)c2ccc(F)c(F)c2)CC1	-0.14	-0.57	17
CN(C)C(=O)c1cn(N(C)c2ncc(C(F)(F)F)cc2Cl)c(=O)c2ccccc12	0.8	0.05	7
Cc1ccc(-n2c(SCC(=O)Nc3cccc(S(=O)(=O)NC4=NCCCCC4)c3)nc3ccccc3c2=O)cc1	-0.78	-0.6	.
Cc1onc(-c2ccccc2Cl)c1C(=O)NC1CCS(=O)(=O)C1 (stereo not drawn)	1.5	1.4	.
N#CC1=C(N)SC(N)=C(C#N)C1C1CC=CCC1 (stereo not drawn)	1.1	0.2	40
O=C(CSc1ccc2nnc(-c3ccncc3)n2n1)Nc1nccs1	.	.	18

4 of the entries above in order of the sdo1 growth Rescue 24 h value, smallest number first:
smiles,sdo1 growth,sdo1 growth Rescue 24 h,Insulin prom inh
O=C(COc1ccc(Cl)cc1Cl)Nc1ccc(S(=O)(=O)NC2=NCCCCC2)cc1,-0.77,-1,.
COc1cccc(N(CC(=O)NCCSc2ccc(Cl)cc2)S(C)(=O)=O)c1,0.17,-0.15,-93
COc1ccc(CNC2CC(=O)N(C)C2=O)cc1 (stereo not drawn),0.85,0.4,16
CC1=C(C)CC(C(=O)NCC(=O)c2ccccc2)C(C(=O)O)C1 (stereo not drawn),1.1,1.4,34

Next section:
mol	sdo1 growth	sdo1 growth Rescue 24 h	Insulin prom inh
COC(CNC(=O)c1ccc2nc(-c3ccccc3)c(-c3ccccc3)nc2c1)OC	.	.	67
Cc1ccc(S(=O)(=O)c2c(N)n(/N=C/c3ccco3)c3nc4ccccc4nc23)cc1	-1.1	-0.21	18
CCCOc1ccc(N2C(=O)CC(N3CCN(c4ccccc4OC)CC3)C2=O)cc1 (stereo not drawn)	-0.27	-0.76	.
COc1ccccc1N1C(=O)C2CCC(c3ccccc3)CC2C1=O (stereo not drawn)	-0.31	-0.65	-66
CCN(CC)C(=O)C1CCCN(Cc2ccccc2)C1 (stereo not drawn)	-0.1	-0.79	-18
CC(=O)c1cc2c(cc1NC(=O)c1ccco1)OCCO2	.	.	55
O=C(c1ccc2c(c1)OCO2)N1CCN(c2ccccc2)CC1	-0.08	-0.32	.
COCCCn1c(=N)c(C(=O)NC2CCCCC2)cc2c(=O)n3ccccc3nc21	0.28	-0.2	-29
CC(=O)Nc1ccc(-c2nnc(SCC(=O)c3ccc4c(c3)Cc3ccccc3-4)n2C)cc1	-0.94	0.17	-11
CCNC(=O)NC(=O)COC(=O)CNC(=O)COc1ccccc1	1.8	2.6	.
O=C(CCc1ccc(S(=O)(=O)N2CCOCC2)cc1)N1CCc2ccccc2C1	.	.	7

An unsorted share of the library, and some 0.99% of all compounds hit somewhere here.
